Source: PubChem BioAssay (several laboratories)
STAT3 blocker = STAT3 signaling inhibition; U3A cells, IL-6 STAT3-luciferase reporter, luminescence; host cell line lacks STAT1; inhibition, % at 5.5 µM; actives 0.89% (n = 190,000); AID 862;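 active = inhibition above the mean inhibition across all screened compounds plus 3 SD, cut at about 44% in these data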;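 note: 0% = DMSO only wells and 100% = 100 µM nifuroxazide control wells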
STAT3 act = increases IL-6 driven STAT3 reporter signal; AID 871; activation (% of control), % at 5.6 µM; U3A cells, IL-6 STAT3-luciferase reporter, luminescence; 100% = signal with IL-6 EC80 alone; actives 0.91% (n = 190,000);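 active = activation above the screen-wide mean of compound activation plus 3 SD, cut at about 130% in these data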;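 note: 0% = background luminescence of wells with medium and substrate only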
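Material: STAT3-luciferase reporter U3A cells; Probe or stimulus: IL-6 (33 ng/mL); Incubation: compound pre-incubation 1 h before IL-6, then 6 h stimulation at 37 °C; Technique: luminescence from STAT3-driven luciferase reporter; Evaluation: % activation versus median of IL-6-stimulated wells; Controls: IL-6-only high control.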
FLuc stim CS = affects firefly luciferase, flagging false hits in luciferase stimulation screens. ATPlite luciferase biochemical, luminescence, 10 min; 0 = ATP-free wells, 1 = DMSO control. activation factor at 10 µM. 200,000 tested, under 10 active;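 active = luciferase activation factor, scaled between plate controls, of at least 2 with compound at 10 µM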
Target sequence (P08659 whole entry, looked up): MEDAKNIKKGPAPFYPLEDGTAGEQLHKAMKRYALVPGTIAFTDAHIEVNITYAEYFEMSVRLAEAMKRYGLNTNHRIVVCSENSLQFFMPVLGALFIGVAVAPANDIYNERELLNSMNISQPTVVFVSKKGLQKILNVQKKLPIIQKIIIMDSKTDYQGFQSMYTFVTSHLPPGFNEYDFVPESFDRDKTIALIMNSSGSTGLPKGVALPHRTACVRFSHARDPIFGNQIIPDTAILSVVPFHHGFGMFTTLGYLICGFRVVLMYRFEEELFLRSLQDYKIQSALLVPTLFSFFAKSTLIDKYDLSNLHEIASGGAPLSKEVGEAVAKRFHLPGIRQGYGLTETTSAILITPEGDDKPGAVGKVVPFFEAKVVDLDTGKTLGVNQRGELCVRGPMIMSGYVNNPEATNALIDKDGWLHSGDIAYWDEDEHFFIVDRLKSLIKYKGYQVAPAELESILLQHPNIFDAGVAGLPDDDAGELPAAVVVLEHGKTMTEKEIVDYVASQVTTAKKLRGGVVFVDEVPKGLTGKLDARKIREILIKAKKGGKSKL
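assay system = Luciferase/luciferin detection reagent, cell-free biochemical luciferase assay | also added = ATP substrate | times = 10 min post-reagent at room temperature | measured by = luminescence from luciferase reaction | measure = luciferase activation, seen as luminescence increase over controls | benchmarks = low control with PBS replacing ATP, high control enzyme plus ATP without compound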
FLuc inhib CS = inhibits firefly luciferase, flagging false hits in luciferase inhibition screens. P08659. ATPLite firefly luciferase biochemical luminescence, 10 min. inhibition, % at 10 µM. actives 1.5% (n = 200,000). AID 1006;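 active = inhibition above about 50% when tested at 10 µM, limit read from the data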
STAT1 activator = STAT1 signaling activation. NIH 3T3 STAT1-luciferase reporter, IFN-gamma, luminescence; 100% = IFN-gamma alone, no compound. actives 2.6% (n = 200,000). AID 932. activation (% of control), % at 5.5 µM;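 active = activation above the screen-wide mean activation plus 3 SD, cut at about 130% in these data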;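 note: raw ratio to IFN-gamma control signal so 100% means no change and 0% no light; values of inactives mirror those of a sister screen read the other way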
APP transl inh = APP translation inhibition; SH-SY5Y APP 5'UTR-luciferase reporter, luminescence; inhibition, % at 2 µM; actives 0.82% (n = 190,000);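 active = inhibition above a set limit, derived from the sample mean plus 3 SD, cut at about 45% in these data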; note: values of inactives mirror those of a sister screen read the other way
NF-kB neuron act = compounds increasing NF-kB expression in human neuronal cells | actives 1.6% (n = 190,000) | AID 1239 | NF-kB reporter expression; stronger effect = higher value | fold change at 12.5 µM; in the data active = fold change above about 3.3
STAT1 inh = STAT1 signaling inhibition; NIH 3T3 STAT1-luciferase reporter, IFN-gamma, luminescence; inhibition, % at 5.5 µM; actives 0.35% (n = 200,000);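 active = inhibition above a set limit, the mean inhibition across all tested compounds plus 3 SD, cut at about 34% in these data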;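 note: 0% = IFN-gamma with DMSO and 100% = IFN-gamma with 300 µM nifuroxazide; values of inactives mirror those of a sister screen read the other way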
ROMK primary = human ROMK K+ channel modulation, primary screen; P48048; Tet-inducible ROMK, thallium flux fluorescence; actives lie on both sides; B-score at 10 µM; actives 2% (n = 130,000);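 active = signal ratio slope over the read window, or its plate-corrected B-score, at least 3 SD from the plate mean, either direction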;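 note: B-score of the F/F0 ratio slope over 7 to 12 s after thallium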
Target sequence (P48048 whole entry, looked up): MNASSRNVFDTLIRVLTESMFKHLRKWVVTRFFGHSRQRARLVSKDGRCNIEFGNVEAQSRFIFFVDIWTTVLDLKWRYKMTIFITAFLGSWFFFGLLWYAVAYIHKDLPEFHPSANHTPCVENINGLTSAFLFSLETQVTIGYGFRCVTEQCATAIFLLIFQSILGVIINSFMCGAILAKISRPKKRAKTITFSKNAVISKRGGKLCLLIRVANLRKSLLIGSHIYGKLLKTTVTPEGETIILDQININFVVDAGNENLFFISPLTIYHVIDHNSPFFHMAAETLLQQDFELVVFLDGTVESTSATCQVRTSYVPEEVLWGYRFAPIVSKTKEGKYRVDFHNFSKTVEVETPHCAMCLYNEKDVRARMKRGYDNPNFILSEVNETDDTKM
APP 5'UTR act = activates APP 5'UTR luciferase reporter; SH-SY5Y APP 5'UTR luciferase reporter, luminescence; zero percent = DMSO vehicle wells; activation, % at 2 µM; actives 1% (n = 190,000); AID 1276;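 active = activation above a set limit, based on mean plus 3 SD of controls, cut at about 140% in these data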; note: values of inactives mirror those of a sister screen read the other way
* marks the source's active call; other numbers are inactive results; · = no result given. Rows were taken by chance (roughly 7.1% active in at least one column).

SMILES	STAT3 blocker	STAT3 act	FLuc stim CS	FLuc inhib CS	STAT1 activator	APP transl inh	NF-kB neuron act	STAT1 inh	ROMK primary	APP 5'UTR act
CC(=NCc1ccc2c(c1)OCO2)C1=C(O)c2ccccc2C1=O	8	97	1	-1	99	3	1.7	1	-0.43	-3
CC(=O)N1CCN=C1SCc1ccccc1	16	93	1	-4	92	20	1	9	·	-20
Cc1nc2c3cc(F)ccc3n(Cc3ccccc3)c2s1	3	101	1.1	-7	92	0	0.98	9	0.24	0
c1cncc(-c2nc(NCC3COc4ccccc4O3)c3ccccc3n2)c1 (configuration not stated)	17	86	1	-4	99	1	0.41	1	-1.6	-1
C=C(C)C1CC=C(C)/C(=N/NC(=O)c2ccc(NC(=O)c3cccc(C)c3)cc2)C1 (configuration not stated)	8	95	1	-3	93	-6	1.2	8	·	5
CCc1cc2c(=O)c(-c3cnn(-c4ccccc4)c3)c(C(F)(F)F)oc2c(CN(C)C)c1O	4	99	1	-1	107	0	0.96	-7	0.038	0
COC(=O)c1cc(NC(=O)c2cccnc2)ccc1N1CCOCC1	2	100	1	-1	109	-33	0.89	-12	0.36	33
Cc1cccc(OCCCC(=O)O)c1C	-3	105	1	-1	100	18	1	0	0.1	-18
CC(C)C(=O)Nc1cccc(-c2cnc3ccccc3n2)c1	14	89	1	5	128	7	1.4	-40	1.4	-7
C/C(CC(=O)Nc1ccc(OCc2ccccc2)cc1)=N\NC(=O)C(=O)Nc1cccc(C)c1	2	96	1.1	-8	106	7	0.89	-7	-0.53	-7
COc1ccc(/C=N/NC(=O)C(C)n2nnc3ccccc32)cc1OC (configuration not stated)	1	106	1.1	-6	102	7	0.99	-3	·	-7
Cc1ccc(C(=O)C[n+]2ccc(-c3nnc4n3CCC4)cc2)cc1	6	92	1	-3	112	-3	1.2	-13	·	3
O=C(Cc1c(O)c2ccccc2[nH]c1=O)OC1CCCCC1	11	96	1.1	-7	98	-7	2	2	·	7
CC1CCCC(C)N1C(=O)CN1C(=O)C(C)(C)Oc2ccc(C(=O)NC3CCCC3)cc21 (configuration not stated)	6	95	1.1	-10	105	10	0.85	0	0.84	-10
CCCN(CC(=O)Nc1ccc(Cl)cc1Cl)C(=O)/C=C/c1cccc([N+](=O)[O-])c1	0	96	1	-5	91	6	0.75	10	·	-6
Cc1noc2ncnc(Oc3ccc(F)cc3)c12	1	106	1.1	-10	102	8	1.1	-3	-0.82	-8
N#CC(C(=O)OCc1ccccc1)c1nc2ccccc2nc1N1CCOCC1 (configuration not stated)	12	93	1	-4	97	7	0.78	3	·	-7
CCOC(=O)C(NC(=O)N1CCCCC1)(c1ccccc1)C(F)(F)F (configuration not stated)	1	103	1	-5	107	-5	0.99	-8	·	5
Cn1c(=O)[nH]c(=O)c2c1nc(Br)n2CCOc1ccccc1	23	88	1	-2	88	8	0.77	13	·	-9
O=C(CSCc1ccc(Cl)cc1)Nc1nccs1	13	93	1	-3	105	10	1.3	-6	·	-10
c1ccc2c(c1)Cc1cc(CN3CCOCC3)ccc1-2	0	102	0.8	20	123	-97	3.1	-25	·	97
CCN(CC)C(=O)C1=C(C)NC(=S)NC1c1cn(-c2ccccc2)nc1-c1ccc(Cl)cc1 (configuration not stated)	7	98	1	-3	100	-14	0.99	0	·	14
Cc1ccc(NS(=O)(=O)c2cc(-c3n[nH]c(=O)c4ccccc34)ccc2C)cc1	1	97	1	-1	103	-3	1.1	0	0.43	3
COc1ccc(OC)c(NC(=O)COC(=O)CN(C)S(=O)(=O)c2ccc(C)cc2)c1	6	98	1.1	-7	106	-9	1.2	-7	-0.055	9
Cc1ccc(Cn2nc(C)c(NC(=O)CCCn3nc(C)c([N+](=O)[O-])c3C)c2C)cc1	18	85	1.1	-6	94	1	1.1	7	·	-1
CCOc1c(O)ccc(C2NC(=O)N(C)C(C)=C2C(=O)OC)c1[N+](=O)[O-] (configuration not stated)	17	90	1	-1	96	-7	1.2	3	-0.64	7
CCCCCCN(C(=O)CCCCCN1C(=O)NC(c2ccc(-c3ccccc3)cc2)C(C(=O)OCc2ccccc2)=C1C)C(C)C(=O)NCCCC (configuration not stated)	-12	108	1	-2	92	2	0.97	8	0.082	-2
Cc1ccc(-n2nnnc2SCc2nnc(-c3ccccc3Br)o2)c(C)c1	7	98	1.1	-5	98	7	0.82	4	-0.9	-7
Cc1cccc(N2CCN(C(=O)CCCSc3nc4ccccc4[nH]3)CC2)c1C	2	101	1	-4	95	-9	0.56	6	·	9
COc1ccc(/C=C(/C#N)C(=O)Nc2cccc(C)c2C)cc1C(=O)O	19	91	1.1	-5	93	-9	1.1	3	·	9

Three entries already listed, arranged by their value in APP 5'UTR act, smallest number first:
SMILES	APP 5'UTR act
CCCCCCN(C(=O)CCCCCN1C(=O)NC(c2ccc(-c3ccccc3)cc2)C(C(=O)OCc2ccccc2)=C1C)C(C)C(=O)NCCCC (configuration not stated)	-2
COc1ccc(/C=C(/C#N)C(=O)Nc2cccc(C)c2C)cc1C(=O)O	9
c1ccc2c(c1)Cc1cc(CN3CCOCC3)ccc1-2	97

Other results.
SMILES	STAT3 blocker	STAT3 act	FLuc stim CS	FLuc inhib CS	STAT1 activator	APP transl inh	NF-kB neuron act	STAT1 inh	ROMK primary	APP 5'UTR act
CCOc1ccc(NC(=O)C2C3CCC4C(CCC32)C4(Cl)Cl)cc1 (configuration not stated)	4	100	1.1	-7	110	-1	0.9	-12	·	1
CCn1nnnc1-c1ccc(OC)c(S(=O)(=O)N2CCCCC2)c1	1	101	1	-4	104	-8	0.98	-4	0.1	8
CNC(=O)c1ccsc1NC(=O)c1ccc(S(=O)(=O)N2CCc3ccccc32)cc1	10	91	1.1	-8	103	3	0.48	-3	0.0042	-3
CCOC(=O)c1cnc2cc(-c3ccc(C(C)(C)C)cc3)nn2c1N	17	95	1	-2	118	-23	1.4	-21	·	23
C=CCOc1cc(C)nc(-c2ccccc2O)n1	12	88	1.1	-5	97	-20	0.96	3	-0.084	20
CCc1cccc(NS(=O)(=O)c2c(C)n[nH]c2C)c1	-4	108	1.1	-8	102	-12	1	-2	·	12
O=C(NCc1ccc(Cl)cc1)NCc1ccc(Cl)cc1	3	103	1	-1	104	19	1.1	-6	-0.95	-19
Nn1c(SCc2ccccc2)nnc1-c1ccco1	16	93	1	-2	107	-18	1.3	-8	·	18
COc1ccc(C(CC(=O)c2ccccc2)S(=O)(=O)c2ccc(C)cc2)cc1 (configuration not stated)	-6	109	0.7	26	106	-72	3.2	-7	·	72
CC(c1nccs1)N(C)c1nc2nonc2nc1NC1CC1 (configuration not stated)	3	102	1.1	-10	94	10	0.96	5	-0.55	-10
Cc1ccnc(NC(=S)NC(=O)/C=C/c2ccco2)c1	1	105	0.6	39	144*	-86	2.4	-47	0.72	86
CC(C)(C)NS(=O)(=O)c1ccc(CCC(=O)NCc2ccco2)cc1	6	98	1	-2	94	17	1.1	6	·	-17
CC1=C(C(=O)NCc2ccco2)C2(CCC(C)CC2)OC1=O (configuration not stated)	-5	109	1	-2	97	-9	0.92	3	·	9
CCCNC(=O)COc1ncnc2sc(C)c(C)c12	9	97	1.1	-7	102	-8	0.95	-2	1.1	8
Cn1c(=O)cc(OCCCC(=O)NCc2ccco2)c2ccccc21	30	78	1.1	-6	97	-17	1.7	4	·	17
O=c1c2ccccc2n(Cc2ccc(F)cc2)c(=O)n1C1CCCC1	0	105	1.1	-8	106	-14	1.2	-5	·	14
Cc1ccc(N2CC(C(=O)N3CCN(c4ccccc4)CC3)CC2=O)cc1 (configuration not stated)	3	100	1.1	-8	100	4	0.77	0	·	-4
C/C(N)=C(/C#N)C(=O)COC(=O)c1cc(-c2ccc(Br)cc2)nc2ccccc12	27	79	0.9	6	98	7	3.6*	2	·	-7
O=S(=O)(c1ccc(F)cc1)N1CCN(C(=S)NCc2ccco2)CC1	0	100	1.1	-10	105	4	1.3	-6	-0.57	-4
CC(C)c1ccc(C(C(=O)NC(C)(C)C)N(C(=O)CNC(=O)c2ccco2)c2cccnc2)cc1 (configuration not stated)	2	102	1.1	-12	92	16	1.2	9	·	-15

Given bar-delimited: entries from further up
Molecule | STAT3 blocker | STAT3 act | FLuc stim CS | FLuc inhib CS | STAT1 activator | APP transl inh | NF-kB neuron act | STAT1 inh | ROMK primary | APP 5'UTR act
CC(c1nccs1)N(C)c1nc2nonc2nc1NC1CC1 (configuration not stated) | 3 | 102 | 1.1 | -10 | 94 | 10 | 0.96 | 5 | -0.55 | -10
Cc1ccnc(NC(=S)NC(=O)/C=C/c2ccco2)c1 | 1 | 105 | 0.6 | 39 | 144* | -86 | 2.4 | -47 | 0.72 | 86
CC(C)(C)NS(=O)(=O)c1ccc(CCC(=O)NCc2ccco2)cc1 | 6 | 98 | 1 | -2 | 94 | 17 | 1.1 | 6 | · | -17
CC1=C(C(=O)NCc2ccco2)C2(CCC(C)CC2)OC1=O (configuration not stated) | -5 | 109 | 1 | -2 | 97 | -9 | 0.92 | 3 | · | 9
CCCNC(=O)COc1ncnc2sc(C)c(C)c12 | 9 | 97 | 1.1 | -7 | 102 | -8 | 0.95 | -2 | 1.1 | 8
Cn1c(=O)cc(OCCCC(=O)NCc2ccco2)c2ccccc21 | 30 | 78 | 1.1 | -6 | 97 | -17 | 1.7 | 4 | · | 17
O=c1c2ccccc2n(Cc2ccc(F)cc2)c(=O)n1C1CCCC1 | 0 | 105 | 1.1 | -8 | 106 | -14 | 1.2 | -5 | · | 14
Cc1ccc(N2CC(C(=O)N3CCN(c4ccccc4)CC3)CC2=O)cc1 (configuration not stated) | 3 | 100 | 1.1 | -8 | 100 | 4 | 0.77 | 0 | · | -4
C/C(N)=C(/C#N)C(=O)COC(=O)c1cc(-c2ccc(Br)cc2)nc2ccccc12 | 27 | 79 | 0.9 | 6 | 98 | 7 | 3.6* | 2 | · | -7
O=S(=O)(c1ccc(F)cc1)N1CCN(C(=S)NCc2ccco2)CC1 | 0 | 100 | 1.1 | -10 | 105 | 4 | 1.3 | -6 | -0.57 | -4
CC(C)c1ccc(C(C(=O)NC(C)(C)C)N(C(=O)CNC(=O)c2ccco2)c2cccnc2)cc1 (configuration not stated) | 2 | 102 | 1.1 | -12 | 92 | 16 | 1.2 | 9 | · | -15

The list continues.
SMILES	STAT3 blocker	STAT3 act	FLuc stim CS	FLuc inhib CS	STAT1 activator	APP transl inh	NF-kB neuron act	STAT1 inh	ROMK primary	APP 5'UTR act
CCCn1c(CCC(=O)O)ccc1-c1cccs1	-4	110	1	-4	96	-2	0.99	4	0.87	2
NC(=O)c1cc2cc(Cl)ccc2oc1=Nc1cccc(C(F)(F)F)c1	2	98	1	-3	99	15	0.93	1	-0.14	-15
O=C1CC(CCC(=O)NC2CC2)c2ccccc2N1 (configuration not stated)	-2	104	1	-4	94	-2	0.96	6	·	2
O=C(CC1C(=O)NCCN1CC1CCCCC1)NCCc1ccc(F)cc1 (configuration not stated)	-3	104	1.1	-7	98	9	1	0	-0.78	-9
Cc1cc(=O)oc2cc(OCc3nnc(-c4ccccc4Br)o3)ccc12	14	92	1	-3	101	-7	0.84	-1	·	7
CC[C@H](C)[C@H](NC(=O)OCc1ccccc1)C(=O)Nc1ccc(NC(C)=O)cc1	2	100	1.1	-7	101	14	0.95	-4	-0.33	-14
